From PubChem
EPAC2 ag – qHTS for Agonist of cAMP-regulated guanine nucleotide exchange factor 4 (EPAC2): primary screen | 360,000 compounds, 0.079% hits | Potency, µM (titrated, usually from 154 µM), for the others: at the top dose activation, most hits filed as activators | Rap guanine nucleotide exchange factor 4 (Homo sapiens), Q8WZA2 | EPAC2 activation, biochemical qHTS; response scale: 100% = 6.5 mM cAMP response | AID 720711, 2013; further: potency means the concentration at half of the fitted maximal effect; nearly all actives have a fitted effect of over 50% in size
Target sequence (Q8WZA2 whole entry, looked up): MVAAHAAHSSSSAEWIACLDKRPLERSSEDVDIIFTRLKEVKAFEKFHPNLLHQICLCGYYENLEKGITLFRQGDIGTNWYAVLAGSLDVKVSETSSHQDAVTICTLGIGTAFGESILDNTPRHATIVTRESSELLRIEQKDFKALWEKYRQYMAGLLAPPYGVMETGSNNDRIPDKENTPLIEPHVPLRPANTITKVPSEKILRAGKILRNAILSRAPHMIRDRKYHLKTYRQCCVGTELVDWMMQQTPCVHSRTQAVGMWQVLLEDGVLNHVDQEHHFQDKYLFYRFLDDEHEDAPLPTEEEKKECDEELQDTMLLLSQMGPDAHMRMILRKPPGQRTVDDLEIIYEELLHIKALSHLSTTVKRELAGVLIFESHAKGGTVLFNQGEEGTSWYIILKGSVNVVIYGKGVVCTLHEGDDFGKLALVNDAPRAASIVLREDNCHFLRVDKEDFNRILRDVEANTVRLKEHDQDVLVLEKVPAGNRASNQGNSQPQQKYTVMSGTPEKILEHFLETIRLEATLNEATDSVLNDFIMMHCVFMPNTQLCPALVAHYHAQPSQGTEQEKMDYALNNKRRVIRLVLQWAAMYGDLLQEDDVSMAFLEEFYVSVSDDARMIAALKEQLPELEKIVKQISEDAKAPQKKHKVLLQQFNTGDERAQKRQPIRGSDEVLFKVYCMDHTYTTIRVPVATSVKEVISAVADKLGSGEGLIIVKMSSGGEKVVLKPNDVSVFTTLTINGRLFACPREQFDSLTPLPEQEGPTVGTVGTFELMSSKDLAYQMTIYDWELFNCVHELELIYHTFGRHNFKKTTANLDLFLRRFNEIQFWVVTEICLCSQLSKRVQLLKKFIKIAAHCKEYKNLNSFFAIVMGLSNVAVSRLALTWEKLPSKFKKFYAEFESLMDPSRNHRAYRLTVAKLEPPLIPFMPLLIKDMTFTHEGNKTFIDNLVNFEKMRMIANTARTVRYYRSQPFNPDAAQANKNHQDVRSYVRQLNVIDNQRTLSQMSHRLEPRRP
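Readout is BODIPY fluorescence (480 nm excitation, 540 nm emission), which falls as labeled GDP is exchanged off Rap1B. EPAC2 at 100 nM acted on 250 nM RAP1B-BODIPY-GDP with 50 uM GDP present.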
Nrf2 activator – qHTS of Nrf2 Activators. 410,000 compounds, 0.31% hits. Potency, µM (highest dose often 46.1 µM), inactives show top-dose activation, most hits filed as activators. AREc32 ARE-luciferase reporter (MCF7-derived line), luminescence, 24 h. AID 624171, 2012; further: potency means the concentration at half of the fitted maximal effect; % of control where 0% means no effect; nearly all actives have a fitted effect of over 65% in size
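Steps: seed AREc32_Fluc cells (1000/well, 5% FBS OPTI-MEM); incubate overnight at 37 deg C; add 23 nL compound; incubate 24 hr; add Steady-Glo; hold 30 min RT; read luminescence.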
IL2 activator – qHTS of IL-2 Activators; IL-2 activation reporter assay, cell-based qHTS; stimulated with anti-CD3/CD4/CD28 beads; in transgenic mouse T cells; activation, % (series mostly up to about 46 µM); 360,000 compounds, 0.065% hits; in the data active means activation above about 50%; inconclusive means mostly about 30% to 49%; further: 0% is about no effect
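Unstimulated transgenic mouse T cells, 750 per well, received compound and, after 60 minutes, anti-CD3/anti-CD4 bead plus anti-CD28 stimulation. EGFP and DsRed were quantified after 18 hours.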
HepG2 viability – qHTS for Inhibitors of TGF-b: Cytotox Counterscreen; HepG2 CAGA-GFP viability, ATP luminescence, 18 h; Potency, µM (top dose mostly 46.1 µM), without a hit: at the top dose activity change, negative = cytotoxicity, hits mostly cytotoxic; 410,000 compounds, 0.76% hits; further: potency means the concentration at half of the fitted maximal effect; some results filed as inactive show a strong effect at the top dose
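HepG2 CAGA-GFP cells (1000/well, DMEM with 1% FBS) received compound, then TGF-beta at 500 pg/mL final, and were incubated 18 hours at 37 degrees C. Viability was read by CellTiter-Glo luminescence. Media-only wells were set as complete cell-killing and DMSO as no toxicity.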
ATXN2 expr inh – Primary qHTS for Inhibitors of ATXN expression; HEK-293 ATXN2-luciferase reporter, luminescence, 24 h; Potency, µM (highest dose often 57 µM), inactives show at the highest dose activity change, negative = inhibition, actives largely listed as inhibitors; 360,000 compounds, 0.72% hits; further: potency means the concentration at half of the fitted maximal effect; on the % scale 0 is the no-effect control and ±100 the full control effect; nearly all actives have a fitted effect of over 55% in size
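ATXN2-luciferase reporter cells (luciferase flanked by upstream and downstream ATXN2 gene portions) were treated 24 h at 37 °C with compounds at up to 57 uM. SteadyGlo luminescence gave expression; GF-AFC fluorescence gave viability.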
TGFb SMAD3 inh – qHTS for Inhibitors of TGF-b; 410,000 compounds, 1.2% hits; HepG2 CAGA-GFP TGF-b/SMAD3 reporter, GFP fluorescence, 18 h; TGF-beta stimulated, 500 pg/mL final; Potency, µM (series often up to 46.1 µM), without a hit: at the highest dose activity, negative = inhibition, actives largely listed as inhibitors; AID 588855, 2011; further: potency means the concentration at half of the fitted maximal effect; on the % scale 0 is the no-effect control and ±100 the full control effect; nearly all actives have a fitted effect of over 65% in size
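Per well, imaged GFP fluorescence of HEPG2 CAGA-GFP cells gives the signal; cells get compound, then TGF-beta (500 pg/mL final), 18 h at 37 degrees C; %Activity versus -TGF-beta and +DMSO controls.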
A549 viability – Nrf2 qHTS screen for inhibitors: counterscreen for cytotoxicity; Potency, µM (highest dose often 46 µM), inactives show at the top dose activity change, negative = cytotoxicity, hits mostly inhibitors; 390,000 compounds, 0.16% hits; A549 ARE-Fluc cells, CellTiter-Fluor viability, 18-24 h; further: potency means the concentration at half of the fitted maximal effect; on the % scale 0 is the no-effect control and ±100 the full control effect
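A549 ARE-Fluc cells in 5% FBS OPTI-MEM, 5000 cells/well, rested 2 h then exposed to compounds in concentration-response for 18-24 h at 37 °C. Viability by CellTiter-Fluor fluorescence (Ex 405/Em 525) after 30 min; luciferase luminescence (BugLite, 15 min, RT) read afterwards.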
Nrf2 inh – Nrf2 qHTS screen for inhibitors. A549 ARE-Fluc reporter, luciferase luminescence, 18-24 h. Potency, µM (highest dose often 46 µM), for inactives: top-dose activity change, negative = inhibition, usual class: inhibitors. 360,000 compounds, 2.1% hits; further: potency means the concentration at half of the fitted maximal effect; on the % scale 0 is the no-effect control and ±100 the full control effect; nearly all actives have a fitted effect of over 60% in size
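Two sequential reads on A549 ARE_Fluc cells exposed to compound for 18-24 h: a CellTiter-Fluor fluorescence read for viability, then a luciferase luminescence read for Nrf2/ARE activity.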
S2 tox – Viability Counterscreen for Primary qHTS for Inhibitors of ATXN expression | 400,000 compounds, 0.49% hits | S2 cells (HEK-293 line with an ATXN2-luciferase reporter) viability, CellTiter-Fluor protease fluorescence, 24 h | Potency, µM (doses to about 56.7 µM), actives largely listed as cytotoxic | AID 651635, 2014; further: potency means the concentration at half of the fitted maximal effect; nearly all actives have a fitted effect of over 40% in size
* hit, by the source's call; i = inactive; ? = inconclusive; . = no result given; & = joins results of further samples; [ ] = dose if it differs, or a comment. Unless noted, the call rests on the fitted dose curve; in most records, active means well fitted curve in the direction sought with a large enough effect; inconclusive means small, poorly fitted or top-dose-only effect, or another doubt; inactive means no such curve, though single readings can be large; an effect the other way counts as inactive or inconclusive.

SMILES	EPAC2 ag	Nrf2 activator	IL2 activator	HepG2 viability	ATXN2 expr inh	TGFb SMAD3 inh	A549 viability	Nrf2 inh	S2 tox
Cc1ccc(S(=O)(=O)NC(CC(=O)NC2CCCC2)c2ccco2)cc1 (centres undefined)	-2%	0.0%	1.6	17%	1%	-8%	-2%	.	i
Cc1[nH]c(=O)[nH]c(=O)c1S(=O)(=O)N1CCCC(C(=O)NCCc2ccc(Cl)cc2)C1 (centres undefined)	12%	-0.5%	-0.6	4%	-11%	17%	3%	.	i
Cc1ccc(OC(=O)c2ccc3c(=O)n4c(nc3c2)CCC4)cc1	1%	0.8%	-6.5	1%	-3%	0%	0%	10%	i
COc1cccc(C(=O)Oc2cc(-c3ccccc3)no2)c1	-1%	-1.2%	-0.2	-21%	0%	-8%	14%	.	i
CCc1ccc(-n2nc3ccc(NC(=O)c4cc(Cl)c(OC)c(Cl)c4)cc3n2)cc1	.	0.2%	.	2%	12%	-2%	0%	?	i
O=C(Nc1ccc(Nc2ccncc2)cc1)c1ccc(Nc2ccnc3ccc([N+](=O)[O-])cc23)cc1	?	-1.4%	9.6	2%	-5%	2%	0%	1%	i
CN(CC(=O)Nc1ccc(Cl)c(Cl)c1)C(=O)CNC(=O)Cc1ccccc1	-10%	2.7%	-2.8	6%	20%	-3%	-3%	-21%	i
Cc1nnc(SC(C)C(=O)N(C)C2CCCCC2)n1N (centres undefined)	8%	-0.9%	-0.7	9%	-5%	-5%	-10%	-17%	i
CCN(CC)S(=O)(=O)c1ccc2c(c1)c(=O)c(C(=O)NCc1ccccc1)cn2C	.	-1.0%	.	-22%	-17%	-75%	-1%	-3%	i
O=C(CCN1C(=O)C2C3CCC(C3)C2C1=O)Nc1ccc(Br)cc1 (centres undefined)	-6%	2.8%	-0.4	-1%	17%	-2%	0%	0%	i
CCc1nnc(NC(=O)CSC(=S)N2CCOCC2)s1	4%	1.5%	1.9	-18%	-13%	0%	-5%	-19%	i
CCc1c(C)nc2ncnn2c1N1CCC(C(=O)Nc2cccc(C(C)=O)c2)CC1	-2%	0.0%	-2.6	1%	-7%	20%	2%	.	i
CCC(=O)N1c2ccc(S(=O)(=O)NCCc3ccc(OC)c(OC)c3)cc2CC1C (centres undefined)	4%	-0.1%	-3.9	1%	-7%	-2%	2%	?	i
Cc1cccc(C(=O)NCCC(=O)N2CCc3ccccc3C2)c1	8%	-0.6%	0.5	-1%	-4%	-9%	1%	1%	i
Cc1cccc(CNC(=O)Cn2ccc3cc(S(=O)(=O)N4CCC(C)CC4)ccc32)c1	.	0.0%	.	-10%	5%	-6%	4%	8%	i
CCCc1nc2c(C)cc(Br)cn2c1Cc1ccc(C)cc1	2%	13%	-0.3	-25%	?	?	.	.	.
CCOC(=O)N1CCC(NS(=O)(=O)c2ccc(C#N)cc2)CC1	-5%	-0.4%	0.8	-9%	-7%	0%	4%	0%	i
Cc1nn(CC#N)c(=O)n1-c1ccc(C(C)C)cc1	22%	-0.4%	-1.4	8%	-26%	-18%	-2%	-17%	i
CCCC(=O)NCCCc1nc2ccccc2n1CC	3%	-0.7%	-1.8	5%	8%	4%	-1%	2%	i
CCN(CC)S(=O)(=O)c1ccc(N2CCCCC2)c(NC(=O)c2ccncc2)c1	0%	-0.3%	2.8	-1%	4%	-3%	2%	23%	i
CCOC(=O)[C@H]1[C@H]2COc3ccc(C)cc3[C@@H]2N2C(=O)[C@@H](CO)NC(=O)[C@@]12C	9%	-0.7%	-0.7	3%	1%	11%	0%	-13%	i
CC(C(=O)N1CCCC1)N1CCN(S(=O)(=O)c2ccc(C(C)(C)C)cc2)CC1 (centres undefined)	-3%	-0.7%	0.6	7%	.	-4%	-5%	2%	i
CN(C)c1nc(-c2ccccc2)nnc1C(F)(F)F	2%	1.8%	-0.2	1%	6%	5%	-3%	.	i
CC(CCC(=O)Nc1nncs1)C(=O)O (centres undefined)	1%	-1.1%	1.9	4%	20%	14%	-1%	1%	i
Nc1ccc(C(=O)OCC(=O)N2CCN(C(=O)c3ccco3)CC2)cc1[N+](=O)[O-]	11%	1.6%	-0.8	-10%	4%	1%	-6%	-27%	i
CCc1ccc(NC(=O)NCCN2CCN(c3ccc(OC)cc3)CC2)cc1	6%	0.5%	0.3	7%	.	28%	-17%	3%	?
COc1ccc(C(=O)NNC(=S)NC(=O)c2ccc(Cl)cc2)cc1	1%	0.2%	1.5	-18%	?	-9%	-15%	?	?
COc1ccc(C)cc1N(CC(=O)NC1CCCC1)C(=O)CCC(=O)Nc1nc(C)cs1	6%	-0.1%	-1.3	0%	-23%	-2%	0%	-10%	i
Cn1ccsc1=NC(=O)c1ccc(OC(F)(F)F)cc1	-16%	6.3%	-0.6	4%	57%[activator]	0%	1%	?	i
Cc1ccc(-c2nnn(CC(=O)Nc3cccc4c3CCCC4)n2)o1	9%	2.3%	2.1	1%	-4%	2%	13%	-1%	i

13 of these compounds in another layout.
Below each compound – EPAC2 ag, Nrf2 activator, IL2 activator, HepG2 viability, ATXN2 expr inh, TGFb SMAD3 inh, A549 viability, Nrf2 inh, S2 tox
> Cc1nn(CC#N)c(=O)n1-c1ccc(C(C)C)cc1
 : 22%, -0.4%, -1.4, 8%, -26%, -18%, -2%, -17%, i
> CCCC(=O)NCCCc1nc2ccccc2n1CC
 : 3%, -0.7%, -1.8, 5%, 8%, 4%, -1%, 2%, i
> CCN(CC)S(=O)(=O)c1ccc(N2CCCCC2)c(NC(=O)c2ccncc2)c1
 : 0%, -0.3%, 2.8, -1%, 4%, -3%, 2%, 23%, i
> CCOC(=O)[C@H]1[C@H]2COc3ccc(C)cc3[C@@H]2N2C(=O)[C@@H](CO)NC(=O)[C@@]12C
 : 9%, -0.7%, -0.7, 3%, 1%, 11%, 0%, -13%, i
> CC(C(=O)N1CCCC1)N1CCN(S(=O)(=O)c2ccc(C(C)(C)C)cc2)CC1 (centres undefined)
 : -3%, -0.7%, 0.6, 7%, ., -4%, -5%, 2%, i
> CN(C)c1nc(-c2ccccc2)nnc1C(F)(F)F
 : 2%, 1.8%, -0.2, 1%, 6%, 5%, -3%, ., i
> CC(CCC(=O)Nc1nncs1)C(=O)O (centres undefined)
 : 1%, -1.1%, 1.9, 4%, 20%, 14%, -1%, 1%, i
> Nc1ccc(C(=O)OCC(=O)N2CCN(C(=O)c3ccco3)CC2)cc1[N+](=O)[O-]
 : 11%, 1.6%, -0.8, -10%, 4%, 1%, -6%, -27%, i
> CCc1ccc(NC(=O)NCCN2CCN(c3ccc(OC)cc3)CC2)cc1
 : 6%, 0.5%, 0.3, 7%, ., 28%, -17%, 3%, ?
> COc1ccc(C(=O)NNC(=S)NC(=O)c2ccc(Cl)cc2)cc1
 : 1%, 0.2%, 1.5, -18%, ?, -9%, -15%, ?, ?
> COc1ccc(C)cc1N(CC(=O)NC1CCCC1)C(=O)CCC(=O)Nc1nc(C)cs1
 : 6%, -0.1%, -1.3, 0%, -23%, -2%, 0%, -10%, i
> Cn1ccsc1=NC(=O)c1ccc(OC(F)(F)F)cc1
 : -16%, 6.3%, -0.6, 4%, 57%[activator], 0%, 1%, ?, i
> Cc1ccc(-c2nnn(CC(=O)Nc3cccc4c3CCCC4)n2)o1
 : 9%, 2.3%, 2.1, 1%, -4%, 2%, 13%, -1%, i

Other compounds:
SMILES	EPAC2 ag	Nrf2 activator	IL2 activator	HepG2 viability	ATXN2 expr inh	TGFb SMAD3 inh	A549 viability	Nrf2 inh	S2 tox
Cc1ccc2oc(=O)ccc2c1	4%	0.9%	0.3	0%	5%	-15%	-6%	16%	i
Oc1ccc(-c2nncn2-c2ccccc2)cc1	8%	-0.5%	-1.9	-2%	.	4%	0%	?	i
S=C(NCc1ccc(Cl)cc1)NC1CCCCC1	10%	0.1%	-2.5	-35%	.	?	0%	?	?
COCCNC(=O)c1cnn(-c2ccc(C)cc2C)c1C1CCN(C(=O)OC(C)(C)C)CC1	.	0.3%	.	-19%	-6%	-2%	10%	-4%	?
C[C@H]1CN([C@@H](C)CO)C(=O)CCCn2cc(nn2)CO[C@@H]1CN(C)C(=O)Nc1ccc(C(C)(C)C)cc1	-2%	0.1%	-1.7	-16%	4%	-5%	.	.	i
Cc1cccc(NC(=O)CN(CC2CCCO2)C(=O)c2oc3ccc(F)cc3c2C)c1C (centres undefined)	7%	2.4%	0.7	-5%	-9%	-2%	-10%	-19%	?
COc1ccc(C2CC(=O)c3cc(-c4nc(-c5ccc(Cl)cc5)cs4)c(=O)[nH]c3C2)cc1OC (centres undefined)	.	8.2%	.	-20%	-1%	11%	0%	5%	i
CC(=O)Nc1ccc(NC(=O)COc2cc(O)c3c(c2)OC(C)(C)CC3=O)cc1	0%	3.0%	-0.5	-18%	25%	4%	5%	?	i
COC(=O)C[C@H]1c2cc(C(F)(F)F)ccc2S(=O)(=O)N1Cc1ccccc1OC	9%	-0.2%	1.3	-16%&8%	-1%	-22%&-8%	1%	1%	i
COc1ccccc1N(CC(O)COc1ccccc1)S(=O)(=O)c1ccccc1 (centres undefined)	6%	-0.6%	0.0	-3%	0%	-10%	-2%	0%	i
